Screening results deposited in PubChem by National Center for Advancing Translational Sciences (NCATS).
TrxR1 substrate: substrates of rat thioredoxin reductase 1 | O89049 | purified TrxR1 substrate turnover, NADPH consumption readout | Potency, µM (doses to about 114 µM), for inactives: at the top dose activity change, negative = substrate turnover | actives 0.01% (n = 390,000) | AID 588456; also: potency is read from the fitted curve at half-maximal effect; % is scaled to controls: 0 for no effect and ±100 for the full control effect; nearly all actives have a fitted effect of over 50% in size
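Rat TrxR1, dispensed at 90 nM, was prereduced with 400 uM NADPH (final) for 5 min at ~22 deg C, then incubated with compound 15 min before 400 uM selenite. A first-read NADPH fluorescence drop versus no-compound background flagged substrates.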
TRHR agonist: TRH receptor (human) agonism | TRHR cells, calcium flux fluo-8, FDSS agonist mode | activation, % at 2 µM | actives 0.18% (n = 360,000) | AID 493084; in the data active = activation above about 30%; also: 0% is about no effect
Target sequence (P34981 whole entry, looked up): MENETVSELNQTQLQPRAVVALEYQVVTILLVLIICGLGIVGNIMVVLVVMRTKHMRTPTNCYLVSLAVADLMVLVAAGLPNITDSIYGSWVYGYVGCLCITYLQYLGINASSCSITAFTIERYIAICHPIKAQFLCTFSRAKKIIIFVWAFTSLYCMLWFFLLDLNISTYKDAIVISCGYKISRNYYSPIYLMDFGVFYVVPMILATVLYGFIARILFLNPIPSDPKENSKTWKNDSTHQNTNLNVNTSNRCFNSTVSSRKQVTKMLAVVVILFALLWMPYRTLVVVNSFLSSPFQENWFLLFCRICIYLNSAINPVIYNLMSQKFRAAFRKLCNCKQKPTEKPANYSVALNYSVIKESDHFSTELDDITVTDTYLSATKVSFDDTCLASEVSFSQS
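Agonist-mode FDSS calcium read (Ex 480/Em 530, 1 s cycles) in 1536-well TRHR cells with fluo-8 dye, after 10-cycle baseline and 23 nL compound addition; TRH at EC20 (10 nM final) added afterwards for the enhancer phase.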
D2 agonist: activates the human D2 dopamine receptor | actives 0.53% (n = 340,000) | activation, % at 2 µM | P14416 | HEK293 T-REx D2 cells, calcium flux agonist mode;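 active = activation over 3 SD above normal in the single-dose calcium agonist read, cut at about 30% in these data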; also: 0% is about no effect
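Tetracycline-induced HEK293 Trex cells with D2 receptor force-coupled to calcium signaling, plated overnight at 30 C and loaded with no-wash calcium dye. Calcium flux read kinetically for 180 s after compound addition; responses flag agonists.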
USP1 inh: inhibitors of human USP1/UAF1 deubiquitinase. O94782. recombinant USP1/UAF1, Ub-Rhodamine cleavage fluorescence. Potency, µM (titrated, usually from 57.1 µM), inactives show at the highest dose activity change, negative = inhibition, usual class: inhibitors. actives 0.23% (n = 390,000). AID 743255; also: potency is read from the fitted curve at half-maximal effect; % is scaled to controls: 0 for no effect and ±100 for the full control effect; nearly all actives have a fitted effect of over 60% in size; inactives centre near -12
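In this screen, compounds sit with the deubiquitinase complex (1nM) for 15 min at room temperature before Ub-Rho is added at 150nM final. Fluorescence rise is then followed for 6 reads every 60 seconds.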
TrxR1 inh: inhibitors of rat thioredoxin reductase 1. O89049. recombinant rTrxR1, NADPH fluorescence consumption, selenite substrate. Potency, µM (titrated, usually from 114 µM), for the others: at the top dose activity change, negative = inhibition, usual class: inhibitors. actives 1% (n = 390,000). AID 588453; also: potency is read from the fitted curve at half-maximal effect; % is scaled to controls: 0 for no effect and ±100 for the full control effect; nearly all actives have a fitted effect of over 65% in size
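Rat TrxR1 (90 nM in the dispensed reagent) was pre-reduced with 400 uM NADPH for 5 min at room temperature, then incubated with compound for 15 min. After 400 uM selenite was added, NADPH fluorescence (Ex 340/Em 450 nm) was followed for 8 min.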
TRHR enhancer: allosteric enhancers of human TRH receptor; TRHR cells, fluo-8 calcium fluorescence, EC20 TRH enhancement; enhancement, % at 2 µM; actives 0.66% (n = 360,000); AID 493056; in the data active = enhancement above about 30%; also: 0% is about no effect
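Enhancer read-out: after compound pinning and an initial kinetic agonist-mode read, an EC20 of TRH (10 nM final) was injected and fluo-8 calcium signal (Ex 480/Em 530) followed at 1 s/cycle for 100 cycles in TRHR-expressing cells.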
IDH1 R132H inh: blocks human mutant IDH1 R132H enzyme | O75874 | IDH1-R132H enzyme, NADPH consumption, diaphorase/resazurin fluorescence | Potency, µM (series often up to 76.6 µM), without a hit: at the highest dose activity change, negative = inhibition, most hits filed as inhibitors | actives 0.093% (n = 390,000); also: potency is read from the fitted curve at half-maximal effect; % is scaled to controls: 0 for no effect and ±100 for the full control effect; nearly all actives have a fitted effect of over 65% in size
Target sequence (O75874 whole entry R132H, stated change not applied): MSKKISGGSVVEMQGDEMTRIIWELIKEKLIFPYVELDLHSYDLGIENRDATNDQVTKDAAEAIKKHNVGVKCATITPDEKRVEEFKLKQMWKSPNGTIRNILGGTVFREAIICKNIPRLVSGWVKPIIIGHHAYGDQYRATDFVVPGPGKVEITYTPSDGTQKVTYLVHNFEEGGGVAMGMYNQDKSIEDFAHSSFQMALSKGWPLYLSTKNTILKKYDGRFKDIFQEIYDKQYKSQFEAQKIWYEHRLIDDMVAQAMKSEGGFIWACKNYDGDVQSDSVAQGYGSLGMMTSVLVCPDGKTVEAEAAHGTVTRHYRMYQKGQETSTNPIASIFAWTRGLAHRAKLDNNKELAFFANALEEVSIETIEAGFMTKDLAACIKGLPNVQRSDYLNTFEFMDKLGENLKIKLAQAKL
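IDH1-R132H (0.5 ug/mL) preincubated 30 min with compound, then NADPH (0.016 mM) and alpha-KG (2 mM) added; 80 min at RT, pH 7.5. Remaining NADPH coupled via diaphorase/resazurin to fluorescence (540/590 nm); concentration-response curves normalized to no-enzyme control.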
Pin1 inh: human Pin1 inhibition; Q13526; Pin1 FP peptide displacement, HiFluor488, 10 min; Potency, µM (series often up to 115 µM), inactives show at the highest dose activity, negative = inhibition, actives largely listed as inhibitors; actives 0.009% (n = 390,000); active = well fitted inhibition curve with a large enough effect in the polarisation, with a control signal flat, not every such curve was filed as active; inconclusive = small, poorly fitted or top-dose-only effect, or effect the other way, or a change in a side signal; inactive = no such curve, though single readings can be large or run the other way; the % refers to the polarisation; also: potency is read from the fitted curve at half-maximal effect; % is scaled to controls: 0 for no effect and ±100 for the full control effect
Target sequence (Q13526 whole entry, looked up): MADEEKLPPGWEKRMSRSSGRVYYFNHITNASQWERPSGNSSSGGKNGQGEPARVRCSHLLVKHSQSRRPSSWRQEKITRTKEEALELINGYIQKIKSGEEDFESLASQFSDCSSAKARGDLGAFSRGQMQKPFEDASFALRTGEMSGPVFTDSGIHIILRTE
D2 antagonist: D2 dopamine receptor (human) antagonism; P14416; HEK293 TREx D2 cells, calcium flux, dopamine EC80; inhibition, % at 10 µM; actives 2% (n = 340,000); in the data active = inhibition above about 30%; also: 0% is about no effect
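Overnight-induced (tetracycline, 30 C) HEK293 T-REx cells carrying force-coupled D2 receive a no-wash calcium dye, then compound, then EC80 dopamine at 180 s; signals are read kinetically throughout.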
Numbers without * were called inactive; [ ] = remark or other dose. Unless noted, calls follow the shape of the dose curve; as a rule, active = well fitted inhibition curve with a large enough effect; inconclusive = small, poorly fitted or top-dose-only effect; inactive = no such curve, though single readings can be large or run the other way. A portion of the library. The share of hits here may be higher or lower than overall.

The first 3 compounds, ahead of the listing:
For CCC(=O)Nc1c(C(=O)N2CCN(c3ccccn3)CC2)cnn1-c1ccc(Cl)cc1 the results were TrxR1 substrate 9%, TRHR agonist 0.6, D2 agonist 0.3, USP1 inh -21%, TrxR1 inh 5%, TRHR enhancer 0, IDH1 R132H inh 4%, Pin1 inh 4% and D2 antagonist 0.
For N#Cc1ccccc1OCCCNC1CCCC1 the results were TrxR1 substrate -11%, TRHR agonist 0.0, D2 agonist -0.4, USP1 inh -21%, TrxR1 inh -14%, TRHR enhancer -4, IDH1 R132H inh 0%, Pin1 inh -10% and D2 antagonist 23.
Screening CC1(OC(=O)C2CCCC2)C(=O)C=C2C=C(c3ccsc3)N(C3CC3)C=C2C1=O (configuration not stated) returned TrxR1 substrate -6%[57.1 µM], TRHR agonist 1.3, D2 agonist -0.5, USP1 inh inconclusive, TrxR1 inh -5%[57.1 µM], TRHR enhancer -12, IDH1 R132H inh 9%, Pin1 inh 9% and D2 antagonist -3.

The listing (from the top)
For CCC(=O)Nc1c(C(=O)N2CCN(c3ccccn3)CC2)cnn1-c1ccc(Cl)cc1 the results were TrxR1 substrate 9%, TRHR agonist 0.6, D2 agonist 0.3, USP1 inh -21%, TrxR1 inh 5%, TRHR enhancer 0, IDH1 R132H inh 4%, Pin1 inh 4% and D2 antagonist 0.
For N#Cc1ccccc1OCCCNC1CCCC1 the results were TrxR1 substrate -11%, TRHR agonist 0.0, D2 agonist -0.4, USP1 inh -21%, TrxR1 inh -14%, TRHR enhancer -4, IDH1 R132H inh 0%, Pin1 inh -10% and D2 antagonist 23.
Screening CC1(OC(=O)C2CCCC2)C(=O)C=C2C=C(c3ccsc3)N(C3CC3)C=C2C1=O (configuration not stated) returned TrxR1 substrate -6%[57.1 µM], TRHR agonist 1.3, D2 agonist -0.5, USP1 inh inconclusive, TrxR1 inh -5%[57.1 µM], TRHR enhancer -12, IDH1 R132H inh 9%, Pin1 inh 9% and D2 antagonist -3.
`CCOc1ncccc1C(=O)N(CC)CC(=O)Nc1ccc(NC(C)=O)cc1` gave TrxR1 substrate 6%[0.457 µM], TRHR agonist 0.6, D2 agonist 1.5, USP1 inh -11%, TrxR1 inh -7%, TRHR enhancer 5, IDH1 R132H inh 3%, Pin1 inh 1% and D2 antagonist 0.
Screening COc1ccc(C(=O)N2CCC(n3nnc4cc(F)ccc43)CC2)cc1OC returned TrxR1 substrate 10%[57.1 µM], TRHR agonist 0.5, USP1 inh inconclusive, TrxR1 inh 11%[57.1 µM], TRHR enhancer 0, IDH1 R132H inh -3% and Pin1 inh -3%.
Cc1ccc2[nH]c(C)c(CCNC(=O)c3cc4cc(Br)ccc4oc3=O)c2c1 was read as TrxR1 substrate 5%, TRHR agonist 0.5, D2 agonist 0.1, USP1 inh -7%, TrxR1 inh 4%, TRHR enhancer 8, IDH1 R132H inh 0% and Pin1 inh -9%.
`O=C1C(C=Nc2ccccc2O)=C(O)c2ccccc21` gave TrxR1 substrate 8%, TRHR agonist -0.5, D2 agonist -1.8, USP1 inh -13%, TrxR1 inh 7%, TRHR enhancer -1, IDH1 R132H inh 8%, Pin1 inh inconclusive and D2 antagonist -1.
`CCOC(=O)c1c(C)[nH]c(C)c1C(=O)COC(=O)c1ccccc1O` gave TrxR1 substrate -13%, TRHR agonist 0.1, D2 agonist -0.2, USP1 inh -9%, TrxR1 inh -18%, TRHR enhancer -8, IDH1 R132H inh 7%, Pin1 inh -1% and D2 antagonist -2.
Screening O=C(COC(=O)CCC1CCCC1)Nc1ccccc1Sc1ccccc1 returned TrxR1 substrate -3%, TRHR agonist 0.1, D2 agonist -0.1, USP1 inh -23%, TrxR1 inh 17%, TRHR enhancer -7, IDH1 R132H inh -8%, Pin1 inh 9% and D2 antagonist -13.
COc1ccc2ccccc2c1CNCc1ccc(C)cc1 was read as TrxR1 substrate 3%, TRHR agonist -0.4, D2 agonist 0.6, USP1 inh -18%, TrxR1 inh 4%, TRHR enhancer 0, IDH1 R132H inh 1%, Pin1 inh 23% and D2 antagonist -18.
For COc1ccccc1C(=O)Nc1cc(Cl)ccc1-n1cncn1 the results were TrxR1 substrate 7%, TRHR agonist -0.4, D2 agonist 0.5, USP1 inh -26%, TrxR1 inh 20%, TRHR enhancer -2, IDH1 R132H inh 6%, Pin1 inh 0% and D2 antagonist 10.
Screening CCOC(=O)c1ccc(CSc2nnc(N)s2)cc1 returned TrxR1 substrate 3%, TRHR agonist -0.2, D2 agonist -0.6, USP1 inh -26%, TrxR1 inh 16%, TRHR enhancer 1, IDH1 R132H inh -1%, Pin1 inh -2% and D2 antagonist -13.
O=C(N/N=C/c1ccc(O)cc1)c1[nH]c2ccc(Br)cc2c1-c1ccccc1 was read as TrxR1 substrate 1%, TRHR agonist -0.2, D2 agonist 2.5, USP1 inh -12%, TrxR1 inh -5%, TRHR enhancer -1, IDH1 R132H inh -5%, Pin1 inh 6% and D2 antagonist -3.
`CCc1ccc(-n2nnnc2SCC(=O)Nc2ccc(NC(C)=O)cc2)cc1` gave TrxR1 substrate -5%, TRHR agonist 0.2, D2 agonist -0.7, USP1 inh -11%, TrxR1 inh 37%[2.29 µM], TRHR enhancer -2, IDH1 R132H inh -1%, Pin1 inh -3% and D2 antagonist -21.
O=C(c1ccccc1)N1CCN(C(=O)c2ccccc2Br)CC1 was read as TrxR1 substrate 9%, TRHR agonist 0.1, D2 agonist 0.7, USP1 inh -22%, TrxR1 inh 27%, TRHR enhancer 5, IDH1 R132H inh 0%, Pin1 inh -1% and D2 antagonist -13.
For COc1ccc(C2CC(c3ccccc3)=NN2C(=O)CN2CCN(Cc3ccccc3)CC2)cc1 (configuration not stated) the results were TrxR1 substrate -1%[57.1 µM], TRHR agonist 0.0, D2 agonist 0.2, USP1 inh -5%, TrxR1 inh -3%[57.1 µM], TRHR enhancer 2, IDH1 R132H inh -2%, Pin1 inh 6% and D2 antagonist 14.
CCOc1ccccc1NC(=O)C1CCC(CNc2c(N3CCCCC3)c(=O)c2=O)CC1 (configuration not stated) was read as TrxR1 substrate -11%, TRHR agonist 0.2, D2 agonist -0.6, USP1 inh 7%, TrxR1 inh 4%, TRHR enhancer -5, IDH1 R132H inh -2%, Pin1 inh -2% and D2 antagonist 9.
For CN(CCC1CCOCC1)C(=O)CC1C(=O)NCCN1C/C=C/c1ccccc1 (configuration not stated) the results were TrxR1 substrate 3%[57.1 µM], TRHR agonist 0.9, D2 agonist 1.0, USP1 inh -8%, TrxR1 inh 6%, TRHR enhancer 0, IDH1 R132H inh -2%, Pin1 inh -9% and D2 antagonist -9.
For O=C1/C(=C\c2cc(Cl)c(O)c(Cl)c2)SC(=S)N1Cc1ccccc1 the results were TrxR1 substrate -12%, TRHR agonist 188*, D2 agonist -1.5, USP1 inh 4µM*, TrxR1 inh -18%, TRHR enhancer 3, IDH1 R132H inh -24%, Pin1 inh inconclusive and D2 antagonist 69*.
For COc1ccc(S(=O)(=O)N2CCCCC2)cc1NC(=O)c1ccc(OC)c(OC)c1 the results were TrxR1 substrate 2%, TRHR agonist -0.2, D2 agonist -0.1, USP1 inh -23%, TrxR1 inh 15%, TRHR enhancer -3, IDH1 R132H inh -1%, Pin1 inh 4% and D2 antagonist 9.
c1ccc(-c2csc(Nc3ccc4c(c3)OCCO4)n2)cc1 was read as TrxR1 substrate 1%, TRHR agonist -0.1, D2 agonist 0.3, USP1 inh -11%, TrxR1 inh 16%, TRHR enhancer -2, IDH1 R132H inh 7%, Pin1 inh 15% and D2 antagonist 18.
`Cn1cnnc1SCC(=O)NNC(=O)c1ccc(Cl)cc1` gave TrxR1 substrate -3%, TRHR agonist 0.2, D2 agonist 0.0, USP1 inh 4%, TrxR1 inh 5%, TRHR enhancer 1, IDH1 R132H inh 0%, Pin1 inh 1% and D2 antagonist -3.
`Cc1cccc(Nc2nc(N)nc(N)c2N=O)c1` gave TrxR1 substrate -5%[57.1 µM], USP1 inh -23%, TrxR1 inh -16%[57.1 µM], IDH1 R132H inh -2% and Pin1 inh -11%.
Screening C=CCn1c(O)c(N=NC(=S)Nc2cccc(OC)c2)c2ccccc21 returned TrxR1 substrate 0%[57.1 µM], TRHR agonist -0.9, D2 agonist -0.7, USP1 inh -10%, TrxR1 inh 15%[57.1 µM], TRHR enhancer 6, IDH1 R132H inh 1%, Pin1 inh 1% and D2 antagonist -7.
Screening CCOc1ccc(-c2nonc2NC(=O)c2oc3cc(C)c(C)cc3c2C)cc1OCC returned TrxR1 substrate 11%, TRHR agonist 0.3, USP1 inh -12%, TrxR1 inh 6%, TRHR enhancer 2, IDH1 R132H inh -2% and Pin1 inh 32%[activator].
For CC(=O)c1ccc(NC(=O)NNS(=O)(=O)c2ccc(F)cc2)cc1 the results were TrxR1 substrate -12%, TRHR agonist 0.4, D2 agonist 0.2, USP1 inh 3%, TrxR1 inh -21%, TRHR enhancer 3, IDH1 R132H inh 2%, Pin1 inh -3% and D2 antagonist -5.
For O=C(CSc1n[nH]c(-c2ccncc2)n1)Nc1ccc(Cl)cc1 the results were TrxR1 substrate -3%, TRHR agonist -1.7, D2 agonist -2.3, USP1 inh 0%, TrxR1 inh 2%, TRHR enhancer 0, IDH1 R132H inh 9%, Pin1 inh 5% and D2 antagonist 0.
O=C(Nc1ccc(Nc2ccncc2)cc1)c1ccc(Nc2ccnc3ccc([N+](=O)[O-])cc23)cc1[N+](=O)[O-] was read as TrxR1 substrate 5%, TRHR agonist 1.7, D2 agonist 0.0, USP1 inh inconclusive, TrxR1 inh 17%, TRHR enhancer 3, IDH1 R132H inh 0%, Pin1 inh inconclusive and D2 antagonist 6.
For Cn1cccc1C(=O)N1CCc2ccccc2C1 the results were TrxR1 substrate 7%, TRHR agonist -0.3, D2 agonist 0.8, USP1 inh -27%, TrxR1 inh 16%, TRHR enhancer -5, IDH1 R132H inh -2%, Pin1 inh 2% and D2 antagonist -18.
